Screens deposited in PubChem by The Scripps Research Institute Molecular Screening Center.
MITF inh = MITF inhibitors, primary screen, biochemical, AlphaScreen, human | Microphthalmia-associated transcription factor (Homo sapiens), O75030 | AlphaScreen MITF homodimerization, bead proximity signal | inhibition, % at 2.6 µM | 650,000 compounds, 0.91% hits; in the data active = inhibition above about 50%;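 note: 0% = vehicle wells with protein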
Target sequence (O75030 whole entry, looked up): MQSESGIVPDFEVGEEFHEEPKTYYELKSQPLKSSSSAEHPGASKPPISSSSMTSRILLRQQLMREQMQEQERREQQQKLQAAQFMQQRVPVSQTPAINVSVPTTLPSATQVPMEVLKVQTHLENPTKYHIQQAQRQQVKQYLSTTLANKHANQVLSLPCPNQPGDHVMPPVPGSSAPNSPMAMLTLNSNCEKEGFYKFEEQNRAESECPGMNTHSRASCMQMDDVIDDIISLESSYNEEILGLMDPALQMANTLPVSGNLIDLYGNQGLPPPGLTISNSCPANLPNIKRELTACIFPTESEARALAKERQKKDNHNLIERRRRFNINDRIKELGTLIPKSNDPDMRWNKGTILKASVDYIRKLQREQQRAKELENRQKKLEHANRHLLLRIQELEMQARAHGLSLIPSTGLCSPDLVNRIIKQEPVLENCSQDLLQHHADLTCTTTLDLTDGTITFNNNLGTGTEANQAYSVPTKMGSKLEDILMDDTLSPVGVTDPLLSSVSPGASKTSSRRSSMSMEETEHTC
FBW7 activator = FBW7 E3 ligase activators, primary screen, biochemical, AlphaScreen, human; F-box/WD repeat-containing protein 7 (Homo sapiens), Q969H0; AlphaScreen FBW7–phospho-cyclin E peptide binding, activator screen; normalized activity (activation), % at 26.1 µM; 650,000 compounds, 0.13% hits; AID 1259310, 2017; in the data active = normalized activity above about 1.9%;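 note: purified mutant Fbw7 with reduced substrate affinity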
TEAD-YAP block = TEAD-YAP interaction inhibition, primary screen, TEAD-YAP interaction inhibitor project, luminescence, HEK-TIYL cells; inhibition, % at 9.12 µM; TEAD-Gal4/YAP UAS-luciferase luminescence; 640,000 compounds, 1.4% hits; AID 1259422, 2018; in the data active = inhibition above about 32%;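 note: 0% = median of test compound wells and 100% = reference inhibitor wells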
GPR151 activ = activators of human GPR151, primary screen, cell-based, PathHunter beta-arrestin, luminescence; activation, % at 11.2 µM; 650,000 compounds, 1% hits; G-protein coupled receptor 151 (Homo sapiens), Q8TDV0; PathHunter beta-arrestin GPR151 cells; in the data active = activation above about 4.9%;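 note: 0% = median of compound wells and 100% = cells with positive control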
Target sequence (Q8TDV0 whole entry, looked up): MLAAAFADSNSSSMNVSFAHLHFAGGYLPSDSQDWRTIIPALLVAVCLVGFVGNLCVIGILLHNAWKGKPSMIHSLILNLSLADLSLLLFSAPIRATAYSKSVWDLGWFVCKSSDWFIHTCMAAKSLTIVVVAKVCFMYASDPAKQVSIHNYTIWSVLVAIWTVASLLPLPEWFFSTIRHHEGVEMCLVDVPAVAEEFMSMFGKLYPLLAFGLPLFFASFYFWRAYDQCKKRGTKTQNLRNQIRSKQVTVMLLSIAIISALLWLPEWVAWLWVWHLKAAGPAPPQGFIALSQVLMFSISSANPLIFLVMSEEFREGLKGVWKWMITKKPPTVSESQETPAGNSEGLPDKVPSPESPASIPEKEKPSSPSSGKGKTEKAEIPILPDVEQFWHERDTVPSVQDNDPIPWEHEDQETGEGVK
* = called active by the depositor.

SMILES | MITF inh | FBW7 activator | TEAD-YAP block | GPR151 activ
CCc1[nH]n2c(=O)cc(C)nc2c1-c1ccc(Cl)cc1 | -2 | -0.1 | -13 | -0.8
O=C(C1CCN(S(=O)(=O)c2ccccc2)CC1)N1CCCC1 | 2 | 0.0 | -6 | -0.5
COc1ccc(Br)cc1C(=O)Nc1ccccc1O | -28 | 0.3 | -48 | -1.0
Cc1ccc(-c2cc(C(F)(F)F)n3ncc(C(=O)Nc4cccc(Cl)c4C)c3n2)cc1 | 5 | 0.1 | 4 | 0.6
COc1ccc(C)cc1-n1cnc2cc(C(=O)NC3CCCC(C)C3C)ccc21 (stereo unspecified) | 4 | -0.1 | -4 | 2.9
CCOC(=O)Nc1ccc(S(=O)(=O)N2CCOCC2)cc1 | -14 | 0.1 | -5 | 0.6
CC(C(=O)NC1CCCCCC1)n1c2ccccc2c2cnn(C)c(=O)c21 (stereo unspecified) | 1 | 0.1 | 4 | 4.6
COc1ccc(C(=O)NCCn2cc(SCC(N)=O)c3ccccc32)cc1OC | 14 | 0.1 | -8 | -1.7
O=Cc1c[nH]c2ccc(S(=O)(=O)N3CCN(Cc4ccccc4)CC3)cc12 | -3 | -0.1 | 8 | 2.3
CCOC(=O)CS(=O)(=O)c1ccc(C(=O)NC2CCCCC2)cc1[N+](=O)[O-] | 6 | -0.2 | -18 | -1.9
O=S(=O)(NCCc1c[nH]c2ccc(Cl)cc12)c1ccccc1 | -2 | -0.2 | 15 | 1.2
Cc1cc(NC(=O)OC2CCCCC2)ccc1[N+](=O)[O-] | -4 | -0.1 | -73 | 3.4
CCC1CN(CCC(=O)NCc2ccncc2)Cc2cc(OC)ccc2O1 (stereo unspecified) | 11 | 0.1 | -7 | 0.5
Nc1ccc(S(=O)(=O)Nc2ccc(Cl)c(Cl)c2)cc1 | -19 | -0.5 | 3 | 0.0
O=C(O)c1ccccc1C1Nc2ccccc2C(=O)N1CCCN1CCOCC1 (stereo unspecified) | 8 | 0.3 | 5 | -0.2
Cc1noc(C)c1C(=O)Nc1ccc(-c2cn3c4c(nnc3n2)CCCC4)cc1 | 4 | -0.7 | -17 | -0.8
O=C1NC2(CCN(C(=O)C3CC(=O)N(c4ccc(O)cc4)C3)CC2)Oc2ccccc21 (stereo unspecified) | 8 | -0.2 | -4 | 1.6
O=C(NCc1nc2ccccc2[nH]1)c1ccc2nc(Br)sc2c1 | -16 | -0.1 | -26 | -2.8
Cc1cccc(NC(=O)c2c(O)c3cccc4c3n(c2=O)CCC4)c1 | 4 | -0.1 | -4 | 1.4
CCN1C2=C(C(=O)CC(C)(C)C2)C(c2ccc(O)cc2)C2=C1CC(C)(C)CC2=O | 20 | 0.0 | 3 | -0.4
Cc1ccc(S(=O)(=O)Nc2ccc3c(c2)-c2ccccc2S(=O)(=O)N3)cc1 | 3 | -0.2 | 6 | 1.1
O=C(c1ccc2c(=O)n(CCc3ccccc3)c(SCc3cccc([N+](=O)[O-])c3)nc2c1)N1CCCC1 | 18 | 0.0 | 10 | 1.9
COc1cn(CC(=O)Nc2ccc(F)cc2)c(CN2CCCCCC2)cc1=O | -2 | -0.1 | -3 | 1.1
CCOC(=O)C1(C(F)(F)F)N=C(N2CCOCC2)OC(N2CCOCC2)=N1 | 0 | -0.1 | -8 | 1.0
CC(Sc1nnc(-c2ccc(C(C)(C)C)cc2)n1C)C(=O)NC(c1ccccc1)c1ccccc1 (stereo unspecified) | 1 | 0.0 | 6 | -0.8
COc1ccc(NC(=O)c2cccnc2SC)cc1OC | 1 | 0.0 | -5 | 0.6
O=C(NCc1ccccc1Cl)c1ccc2c(=O)n(CCc3ccccc3)c(SCc3cccc(Cl)c3)nc2c1 | 3 | 0.5 | -7 | -0.7
CN(C)c1ccc(CN2CCc3nnc(CCNC(=O)C4CCC4)n3CC2)cc1 | -5 | -0.2 | -5 | -0.4
O=C1N[C@H](Cc2ccccc2)C(=O)N2CCN(Cc3cccc(F)c3)C[C@H]12 | 10 | -0.1 | 9 | 0.5
CCOCCCNC(=O)CCCOc1ccc(Cl)cc1C | 26 | 1.1 | -2 | 0.2
O=C(COc1ccccc1[N+](=O)[O-])Nc1ccc(Cl)c(NC(=O)c2ccco2)c1 | 3 | 0.5 | -9 | -0.8
O=C(CSc1nnnn1-c1ccc2c(c1)OCO2)N1CCCCC1 | -6 | 0.1 | -7 | -0.2
COc1ccc(C2(CNCC(O)c3cccc([N+](=O)[O-])c3)CCCC2)cc1OC (stereo unspecified) | 26 | 0.0 | -9 | -0.3
C/C(=N\NC(=O)c1ccc(CN2CCOCC2)cc1)c1ccccc1O | 13 | -0.2 | 3 | 1.5
CC(=O)O[C@@H]1CC2C(C)(C)CCC(=O)[C@]2(C)C2CC[C@@]3(C)[C@H](c4ccoc4)OC(=O)C4OC43[C@@]21C (stereo partly specified) | 13 | -0.1 | 1 | 0.6
CCOC(=O)c1cc(-c2ccc(/C=C3\C(=O)N(c4cccc(C(=O)O)c4)N=C3C)o2)ccc1Cl | 11 | -0.1 | -2 | -0.9
Cc1c(C(=O)Nc2nc3ccccc3s2)oc2c1C(=O)CC(C)(C)C2 | -9 | 0.0 | -44 | -0.4
COc1ccc(/C=C(\C#N)C(=O)OCC(=O)NCc2ccccc2)cc1 | -4 | 0.0 | 1 | 2.8
Cc1ccc(C(C)(C)C)c(OCCCNCCN)c1 | 6 | -0.1 | 13 | 3.0
COc1ccc(C2=NN(C(=O)CSc3nc4ccccc4s3)C(c3cccc(OC)c3OC)C2)cc1 (stereo unspecified) | 2 | 0.3 | 5 | 0.9
Cc1ccc(Cl)cc1-n1ncc2c(N(CCO)Cc3ccccc3)ncnc21 | 9 | 0.1 | 4 | -1.9
O=C(NC(=S)Nc1ccccc1N1CCOCC1)c1ccccc1[N+](=O)[O-] | 0 | 0.0 | -6 | -1.5
CCOC(=O)c1sc2nc(C)nc(Nc3cccc(OC)c3)c2c1C | 3 | 0.0 | -3 | -0.3
COC(=O)C1=C(C)NC2=C(C(=O)CCC2)C1c1cccc(C)n1 (stereo unspecified) | 3 | -0.1 | -3 | -0.2
COc1ccccc1NC(C)C(=O)N/N=C/c1cc(Br)cc([N+](=O)[O-])c1O (stereo unspecified) | -1 | -0.3 | 12 | 2.0
COC(=O)c1cc(S(=O)(=O)N(C)C2CCCCC2)c[nH]1 | 12 | 0.1 | 3 | 0.4
Cc1cc(C)nc(N(C(=O)C2CC2)c2ccc(C(F)(F)F)cc2)n1 | -4 | 0.1 | -2 | 0.0
CCSc1nnc(NC(=O)c2nc(SC)ncc2Cl)s1 | -5 | 0.1 | -14 | 2.0
COc1cc(Nc2nc(NCc3ccc4c(c3)OCO4)nc3c2ncn3CCN2CCCC2=O)cc(OC)c1OC | 13 | 0.0 | 1 | -0.7
OCc1cc(-c2ccccc2)cnc1Cl | 22 | 0.4 | -10 | -1.1
CC(=O)N1N=C(c2ccc(F)cc2)Cn2c1nc1c2c(=O)n(C)c(=O)n1C | -16 | -0.1 | 3 | 1.9
CC(=O)c1cccc(-c2cnc3c(NC(CO)C(C)C)nccn23)c1 (stereo unspecified) | -3 | -0.6 | 4 | -0.6
CC(=O)CCc1oc2ccc(C)cc2c1-c1ccc(C)cc1 | 1 | 0.1 | -9 | -1.0
O=C(Nc1nc(-c2ccc(-c3ccccc3)cc2)cs1)c1ccc(F)c(F)c1 | 3 | 0.1 | -54 | -0.8
CCC(C)NC(=O)C1CCN(C2CCN(Cc3cccc(C)n3)CC2)CC1 (stereo unspecified) | 10 | 0.0 | 5 | -0.2
Cc1ccc2c(c1)N(CC(=O)OC(C)C)C(=O)C(C)O2 (stereo unspecified) | 10 | 0.1 | 6 | -0.2
NS(=O)(=O)c1ccc(S(=O)(=O)N(Cc2ccccc2F)CC2CCCO2)cc1 (stereo unspecified) | 1 | -0.1 | 0 | 0.1
CC1CCN(C(=O)CN(Cc2ccccc2)S(C)(=O)=O)CC1 | 14 | 0.1 | 5 | -1.4
CCn1c(C(=O)O)c(CC(=O)N(C)c2cc(Cl)c(OC)cc2OC)c2ccccc21 | 10 | 0.2 | 6 | 0.6
Cc1ccc(C2=NN(S(C)(=O)=O)C(c3ccc(Cl)cc3)C2)cc1 (stereo unspecified) | 3 | -0.1 | -63 | -1.3
The list continues:
SMILES | MITF inh | FBW7 activator | TEAD-YAP block | GPR151 activ
CC1=C(C(=O)Nc2ccc(C)cc2)C(c2ccccc2O)NC(=S)N1 (stereo unspecified) | 2 | -0.1 | -5 | -0.7
COc1ccc(CN2CCNC(=O)C2CC(=O)NCCc2ccc(F)cc2)c(F)c1 (stereo unspecified) | 10 | -0.1 | -9 | -0.3
Cc1cccc(C)c1N1C(=O)C2C3C=CC(C3)C2(C)C1=O (stereo unspecified) | 7 | 0.0 | 12 | -0.4
COc1ccccc1NC1CC(=O)N(c2ccc(Br)cc2)C1=O (stereo unspecified) | -5 | 0.0 | 6 | 0.3
O=C(Nc1cccc(C(=O)O)c1)/C(=C\c1ccco1)NC(=O)c1ccccc1 | 5 | 0.1 | 3 | 1.7
CCCOC(=O)C1=C(C)NC2=C(C(=O)CCC2)C1c1cccc(Br)c1 (stereo unspecified) | -8 | -0.1 | 2 | 1.0
O=C(NCc1cccnc1)C1CCN(c2ccc(Nc3cnccn3)nn2)CC1 | 15 | 0.1 | 4 | -0.3
CC(C)CCNc1ncnc2c1nnn2Cc1ccccc1 | -1 | -0.3 | -3 | -1.3
COc1cc(C(=O)Nc2cccc(-c3nc4ncccc4o3)c2)cc(OC)c1OC | -3 | -0.1 | 22 | 0.3
Cc1cccc(C(=O)OCc2nc3ccccc3s2)c1O | 12 | 0.1 | -36 | -2.3
COc1ccc(C(=O)OCC(=O)Nc2cc(C)c(C)cc2[N+](=O)[O-])c(OC)c1OC | -5 | -0.1 | 6 | -0.6
CCCCC(CC)CNC(=O)C(=O)Nc1ccccc1OC (stereo unspecified) | 11 | 0.5 | 12 | -0.3
COC(=O)C(=C/C=C/N(C)C)C(=O)OC | 12 | 0.5 | 9 | -1.2
O=C1CN(S(=O)(=O)c2cnc[nH]2)CC(=O)N1CCc1ccccc1 | 4 | -0.1 | -8 | 0.0
O=C1c2ccc(Oc3cccc([N+](=O)[O-])c3)cc2C(=O)N1c1cccc(-c2nc3ccccc3c(=O)o2)c1 | 21 | 0.2 | -11 | -0.2
Cc1c(Cl)cccc1NC(=O)COc1ccccc1 | 5 | -0.1 | -3 | -1.4
O=C(Cc1ccc([N+](=O)[O-])cc1)NCc1cccs1 | 5 | -0.1 | 5 | -1.2
O=C(Cc1ccc2c(c1)OCCO2)OCc1cc(=O)oc2cc(Br)ccc12 | 2 | 0.1 | 1 | 0.7
CCOC(=O)c1sc2ncn(Cc3c(F)cccc3F)c(=O)c2c1C | 7 | 0.0 | 13 | -0.9
O=C(NCc1ccccc1)N1CCC2(CC1)OCc1cc(-c3ccco3)ccc1O2 | 9 | -0.3 | 8 | 3.4

Two of the compounds above, with each value named.
> COc1ccccc1NC1CC(=O)N(c2ccc(Br)cc2)C1=O (stereo unspecified)
  MITF inh: -5
  FBW7 activator: 0.0
  TEAD-YAP block: 6
  GPR151 activ: 0.3

> O=C1c2ccc(Oc3cccc([N+](=O)[O-])c3)cc2C(=O)N1c1cccc(-c2nc3ccccc3c(=O)o2)c1
  MITF inh: 21
  FBW7 activator: 0.2
  TEAD-YAP block: -11
  GPR151 activ: -0.2

Following part:
SMILES | MITF inh | FBW7 activator | TEAD-YAP block | GPR151 activ
Cc1ncc2c(c1CNC(=O)c1ccsc1)CCN(C(=O)C1=CC(=O)CC(C)(C)O1)C2 | 9 | 0.0 | -16 | -0.5
COC(=O)c1ccc(NC(=O)c2cc(=O)c(OCc3ccccc3)co2)cc1 | -2 | -0.1 | 0 | 0.2
CCc1c2c([nH]c(=S)c1C#N)CCC2 | 0 | 0.0 | 16 | -0.2
NC(=O)C1CCN(C(=O)c2ccc([N+](=O)[O-])cc2NC(=O)c2cccs2)CC1 | 0 | -0.1 | -4 | -0.6
Cc1cccc(N=Cc2c(O)n(-c3ccc(F)cc3)c(=S)[nH]c2=O)c1 | -7 | -0.1 | -2 | -0.8
CCC(C)C(=O)Nc1nc2c(s1)C(=O)CC(C(=O)NCc1cc(F)ccc1F)C2 (stereo unspecified) | 0 | 0.1 | -51 | -0.7

In the list so far, these contain an aryl thioether with sulfur outside any ring:
SMILES | MITF inh | FBW7 activator | TEAD-YAP block | GPR151 activ
COc1ccc(C(=O)NCCn2cc(SCC(N)=O)c3ccccc32)cc1OC | 14 | 0.1 | -8 | -1.7
O=C(c1ccc2c(=O)n(CCc3ccccc3)c(SCc3cccc([N+](=O)[O-])c3)nc2c1)N1CCCC1 | 18 | 0.0 | 10 | 1.9
CC(Sc1nnc(-c2ccc(C(C)(C)C)cc2)n1C)C(=O)NC(c1ccccc1)c1ccccc1 (stereo unspecified) | 1 | 0.0 | 6 | -0.8
COc1ccc(NC(=O)c2cccnc2SC)cc1OC | 1 | 0.0 | -5 | 0.6
O=C(NCc1ccccc1Cl)c1ccc2c(=O)n(CCc3ccccc3)c(SCc3cccc(Cl)c3)nc2c1 | 3 | 0.5 | -7 | -0.7
O=C(CSc1nnnn1-c1ccc2c(c1)OCO2)N1CCCCC1 | -6 | 0.1 | -7 | -0.2
COc1ccc(C2=NN(C(=O)CSc3nc4ccccc4s3)C(c3cccc(OC)c3OC)C2)cc1 (stereo unspecified) | 2 | 0.3 | 5 | 0.9
CCSc1nnc(NC(=O)c2nc(SC)ncc2Cl)s1 | -5 | 0.1 | -14 | 2.0
